# KCNQ2 block: KCNQ2 potassium channel inhibitors, primary screen, cell-based, CHO-K1, FluxOR thallium flux, B-score (AID 2156) | O88943 | 20 min; active compounds read low | B-score at 10 µM | actives 1.1% (n = 310,000);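 active = fluorescence ratio B-score at most minus 3 library SDs, with starting brightness B-score within 2 library SDs, cut at about -5.5 in these data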
# CHT inh: inhibitors of human choline transporter CHT; CHT-expressing cells, membrane potential dye, choline response; active compounds read low; B-score at 10 µM; actives 0.86% (n = 310,000); AID 488975;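 active = B-score over 3 SD under the library average, and starting fluorescence ratio not unusually high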;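 note: choline stimulus applied at its EC90 after an EC20 pre-addition; B-score computed on integrated fluorescence ratio after choline addition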
# Target sequence (Q9GZV3 whole entry, looked up): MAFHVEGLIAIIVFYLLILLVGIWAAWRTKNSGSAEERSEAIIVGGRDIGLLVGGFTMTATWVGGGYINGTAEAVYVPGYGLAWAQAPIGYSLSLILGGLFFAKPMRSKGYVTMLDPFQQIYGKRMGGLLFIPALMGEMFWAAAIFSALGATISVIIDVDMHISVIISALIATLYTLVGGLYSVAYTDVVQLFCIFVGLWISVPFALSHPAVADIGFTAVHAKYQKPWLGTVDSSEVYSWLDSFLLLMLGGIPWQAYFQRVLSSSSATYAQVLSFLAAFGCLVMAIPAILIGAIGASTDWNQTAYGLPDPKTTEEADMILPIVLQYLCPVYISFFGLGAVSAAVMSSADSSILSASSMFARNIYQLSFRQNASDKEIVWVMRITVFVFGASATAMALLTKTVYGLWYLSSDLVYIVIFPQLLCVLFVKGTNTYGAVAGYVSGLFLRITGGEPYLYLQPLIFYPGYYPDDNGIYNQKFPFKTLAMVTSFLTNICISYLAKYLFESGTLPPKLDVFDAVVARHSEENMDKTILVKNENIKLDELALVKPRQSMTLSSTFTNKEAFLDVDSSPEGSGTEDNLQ
# * marks the source's active call; other numbers are inactive results; i = inactive; x = no result given.
molecule,KCNQ2 block,CHT inh
O=C(CC12CC3CC(CC(C3)C1)C2)NCc1ccco1,i,i
CCN(CC)C(=O)COc1ccc2oc(C)c(C(=O)OC)c2c1,x,i
S=C(NCCCN1CCOCC1)NC1CC1,i,i
COc1cc(CN2CCC(CO)(Cc3cccc(C(F)(F)F)c3)CC2)ccc1F,i,i
O=C(CCc1ccc(S(=O)(=O)N2CCOCC2)cc1)OCc1nc2ccccc2s1,i,i
O=S1(=O)NC(c2ccccc2)CC(CC2CCCCC2)O1 (configuration not stated),i,i
Cc1cc(=O)n(C)c2ccccc12,i,i
COc1ccc(NC(=O)c2ccc3c(=O)n(-c4ccc(OC)cc4OC)c(=S)[nH]c3c2)cc1,i,i
Nc1cccc2c1C(=O)N(C(=O)c1ccco1)C2=O,i,i
Cc1ccc(NC(=S)c2ccc(N(C)C)cc2)cc1,i,i
O=C1C=C(c2cccs2)C[C@H](c2ccccc2)[C@H]1n1nnc([N+](=O)[O-])n1,i,i
CC1(C)C/C(=N\O)C(C(O)c2cccc([N+](=O)[O-])c2)C(C)(C)N1 (configuration not stated),i,i
COc1ccc(CNC(=O)CN2CCN(c3ccccc3O)CC2)cc1OC,i,i
Cc1ccc(Nc2c(F)c(F)c(F)c(F)c2C(=O)O)cc1,i,i
COc1ccc(C(CC(=O)NCCCN2CCOCC2)NS(=O)(=O)c2ccc(C)cc2)cc1 (configuration not stated),i,i
Cc1nc2ccccn2c1-c1csc(NCc2ccco2)n1,i,i
CCOc1ccc(CCNC(=O)COC(=O)c2nc(Cl)ccc2Cl)cc1OCC,i,i
CC(=O)c1ccc(NC(=O)c2cc(S(=O)(=O)N3CCOCC3)ccc2C)cc1,i,i
CCN(CC)S(=O)(=O)c1ccc2c(c1)nc(CCC(=O)Nc1ccc3c(c1)OCO3)n2CC,i,i
CN(C)CCCNC(=S)/N=c1\sccn1Cc1ccccc1Cl,i,i
COc1cccc2c1OC[C@@H](CO)[C@H]2N(C)C(=O)Nc1ccccc1,i,i
CC(=O)c1cccc(Nc2nc(-c3cccnc3)cs2)c1,i,i
Cc1ccc(CS(=O)Cc2ccc(C(=O)NCc3ccccc3Br)o2)cc1 (configuration not stated),i,i
O=C(C1CCCC1)N1CCC(CO)(Cc2ccccc2Cl)CC1,i,i
CCCCOc1ccc(NC(=O)Cn2c(=O)ccc3c(C)cc(C)nc32)cc1,i,i
C=CCN1C(=O)C(Cc2ccc(OC)cc2)SC1=Nc1ccc(C(=O)O)cc1 (configuration not stated),i,i
COc1cccc(C(=O)Nc2ccc3c(C)cc(=O)oc3c2)c1,i,i
CC(C)N1CCN(C2CSCCSC2)CC1CCO (configuration not stated),i,i
O=C(OC1CCc2ccccc2C1=O)c1ccccc1O (configuration not stated),x,i
COc1ccc(NC(=S)NC(=O)Cc2ccccc2)c(OC)c1,i,i

# Five compounds out of the list, arranged by number of heavy atoms, ascending:
molecule,KCNQ2 block,CHT inh
Cc1cc(=O)n(C)c2ccccc12,i,i
O=C1C=C(c2cccs2)C[C@H](c2ccccc2)[C@H]1n1nnc([N+](=O)[O-])n1,i,i
CC(=O)c1ccc(NC(=O)c2cc(S(=O)(=O)N3CCOCC3)ccc2C)cc1,i,i
CCOc1ccc(CCNC(=O)COC(=O)c2nc(Cl)ccc2Cl)cc1OCC,i,i
O=C(CCc1ccc(S(=O)(=O)N2CCOCC2)cc1)OCc1nc2ccccc2s1,i,i

# The list goes on:
molecule,KCNQ2 block,CHT inh
O=C(NCc1ccc(-n2cccc2)cc1)c1cccc(F)c1,i,i
CCOc1ccc(NS(=O)(=O)c2cc(C)c(C)cc2C)cc1,i,i
O=S(=O)(NCc1ccccc1)c1cccc2cccnc12,i,i
Cc1cc(C(=O)Nc2ccon2)ccc1[N+](=O)[O-],i,i
CCOC(=O)C1CCCN(C(=O)c2cc(S(=O)(=O)Nc3ccccc3OC)ccc2C)C1 (configuration not stated),i,i
CN(C)c1ccc(CN(Cc2ccco2)C(=O)c2ccco2)cc1,i,i
CCC1CN(C(=O)N2CCC(C(=O)NCc3ccc(OC)cc3OC)CC2)c2ccccc2O1 (configuration not stated),i,i
COc1cc(C(=O)OCC(=O)NC2CCCC2)cc(OC)c1OC,i,i
COc1ccc(NC(=O)CC2C(=O)N(C)C(=S)N2CCc2ccccc2F)cc1 (configuration not stated),i,i
c1ccc(-c2nc(N3CCOCC3)sc2-c2ccccc2)cc1,i,i
COc1cccc(C(=O)N(Cc2cccs2)C2CCS(=O)(=O)C2)c1 (configuration not stated),i,i
CCc1noc(C)c1C(=O)Nc1nc2c(C)cccc2s1,i,i
C=CCNc1sc(C(=O)c2ccccc2)c(N)c1C#N,i,i
Nc1ccc(-c2cc(-c3cccc(N)c3)nc(-c3ccccc3)n2)cc1,i,i
COc1cc(C2NC(=O)NC(c3ccccc3)=C2C(C)=O)c(Cl)cc1OCC(=O)O (configuration not stated),i,i
CCOc1ccc(NC(=O)CCN2CCN(c3ccccc3F)CC2)cc1,i,i
CCNC(=O)C(=O)Nc1ccc([N+](=O)[O-])cc1,i,i
CCc1c(O)cc2n(c1=O)-c1ccc(Cl)cc1C2(C)C,i,i
CCCCn1c(SCC(=O)NC2CCS(=O)(=O)C2)nc2cc(S(N)(=O)=O)ccc21 (configuration not stated),i,i
Cc1[nH]nc2oc(=O)c(CCO)c(C)c12,i,i
Cc1ccc(C)c(SCC(=O)c2ccc[nH]2)c1,i,i
CCCNC(=O)C1Cc2cc(S(=O)(=O)N3CCCC3)ccc2N1C(C)=O (configuration not stated),i,i
Cc1ccccc1C(=O)NNC(=O)C1CCN(C(=O)Nc2ccccc2)CC1,i,i
COC(=O)c1ccc(COc2ccc(C=O)cc2)o1,i,i
O=C(Nc1ccccc1)/C(=C/c1ccccc1)NC(=O)c1ccco1,i,i
COc1ccc(S(=O)(=O)CCc2nnc(NC(C)=O)s2)cc1,i,i
CC(C)CC(=O)NC(=S)Nc1ccccc1N1CCCC1,i,i
COCCNS(=O)(=O)c1ccc2c(c1)C(=O)c1cc(S(=O)(=O)NCCOC)ccc1-2,i,i
COc1ccc(C2=NN3C(=O)c4c(ccc(OC)c4OC)C3C2)cc1 (configuration not stated),i,i
CC(NC(=O)Nc1cccc([N+](=O)[O-])c1)c1ccc2c(c1)OCO2 (configuration not stated),i,i
COc1ccc(NC(=O)c2ccc(-n3nc(C)c[n+]3[O-])cc2)cc1,i,i
Cc1ccc(CCNC(=O)C2CCN(S(=O)(=O)N3CCCC3)CC2)cc1,i,i
CC(=O)Nc1coc2ccc(Br)cc12,i,i
CSc1nnc(-c2ccccc2)c(-c2ccccc2)n1,i,i
COc1ccc(/C=C2\C(=O)ON=C2c2ccccc2)cc1,i,i
O=C(NC(=S)Nc1ccccc1N1CCN(C(=O)c2ccccc2)CC1)c1ccccc1F,i,i
Cn1c(=O)c(=O)n(C)c2cc(S(=O)(=O)N3CCOCC3)ccc21,i,i
Cn1c(O)c(C2=c3ccccc3=NC2=O)sc1=Nc1ccc(Cl)cc1,i,i
Cc1cc(Cl)ccc1OCCCC(=O)NCCc1nnc2ccccn12,i,i
COC(=O)c1ccc(C(=O)NC2CC(C)(C)Cc3c2cnn3-c2ccc(F)cc2)nc1 (configuration not stated),i,i
Cc1nc2ccc(NS(=O)(=O)c3ccc(F)cc3)cc2s1,i,i
O=C(O)Cn1c(O)c(C=Nc2ccccc2)sc1=S,i,i
COCC(C)NC(=O)C1CCN(S(=O)(=O)c2ccc3ccccc3c2)CC1 (configuration not stated),i,i
COc1cccc(CSc2nnc(-c3ccc(F)cc3)o2)c1,i,i
COCCN(CCOC)C(=O)C1CCN(c2ccc(S(=O)(=O)N3CCOCC3)cc2[N+](=O)[O-])CC1,i,i

# Entries listed so far with an NH in an aromatic ring, in the order listed:
molecule,KCNQ2 block,CHT inh
COc1ccc(NC(=O)c2ccc3c(=O)n(-c4ccc(OC)cc4OC)c(=S)[nH]c3c2)cc1,i,i
Cc1[nH]nc2oc(=O)c(CCO)c(C)c12,i,i
Cc1ccc(C)c(SCC(=O)c2ccc[nH]2)c1,i,i

# Other entries follow:
molecule,KCNQ2 block,CHT inh
c1ccc(-c2nc(N3CCNCC3)nc3ccccc23)cc1,i,i
Cc1ccc(C(=O)Nc2ccc3c(c2)C(=O)N(C)C3=O)c(C)c1,i,i
O=C1c2ccccc2N2C(=O)c3ccccc3[C@H]2N1c1ccccc1,i,i
COc1ccc(C(CCN2CCN(c3ccccc3)CC2)c2c(OC)cc(OC)c3c(-c4ccccc4)cc(=O)oc23)cc1 (configuration not stated),i,i
CCOC(=O)c1c(-c2cccs2)csc1NC(=O)C(C)(C)C,-7*,i
OCCC1CN(Cc2c(F)cccc2Cl)CCN1C1CCCC1 (configuration not stated),i,i
Cc1ccc(-c2c[n+](Cc3cccc(Cl)c3)c3n2CCC3)cc1,i,i
COC(=O)c1ccc(OC(=O)c2ccc(OC)cc2)c(OC)c1,i,i
CN(CC(=O)Nc1c(Cl)cccc1Cl)C(=O)Cc1ccc2c(c1)CCC2,i,i
CCOC(=O)C1=NN(c2ccc(F)cc2)C2=NC(C)=C(C(=O)OC)C(c3cccs3)N12 (configuration not stated),i,i
CCCN1C(=O)CC(C(=O)OC)=C1C,i,i
Cc1cc(=O)[nH]c(SCC(=O)Nc2nnc(CC(C)C)s2)n1,i,i
Cn1c(SCC(=O)Nc2ccccc2-c2ccccc2)nnc1-c1ccco1,i,i
Cc1oc(-c2cc3c(cc2Cl)OCO3)nc1CN1CCCC(C(=O)N2CCOCC2)C1 (configuration not stated),i,i
Cc1ccc(CN=C(N)Nc2nc(C)cc(C)n2)cc1,i,i
COc1cccc(C(=O)Nc2c3c(nn2-c2cccc(C)c2C)CS(=O)(=O)C3)c1OC,i,i
CN1CCCN(CC(O)COCc2cccs2)CC1 (configuration not stated),i,i
Cc1ccc(CCNC(=O)C2CC(c3cccc(F)c3)=NO2)cc1 (configuration not stated),i,i
CCCCOc1ccc(-c2c(C(=O)Nc3ccccc3)c(C)[nH]c(=S)c2C#N)cc1,i,i
Cc1ccc(NC(=O)CSc2nnc(-c3ccco3)o2)cc1,i,i
CCOC(=O)C1=C(CN2CCCCC2)NC(=O)NC1c1cc(C)ccc1C (configuration not stated),i,i
CC1=CC(C)(C)Nc2cc(C)c(C)cc21,x,i
NC(=O)c1ccsc1NC(=O)COC(=O)c1ccc(Cl)c(N)c1,i,i
CCOC(=O)C1CCN(C(=O)c2ccccc2NC(=O)c2ccc(Br)cc2)CC1,i,i
OCC1(Cc2ccc(F)cc2)CCCN(CCc2ccccc2)C1 (configuration not stated),i,i
Cc1ccc(S(=O)(=O)Nc2ccc(Cl)cc2C(=O)c2ccccc2)cc1,i,i
CCOC(=O)C1(CCOc2ccccc2)CCN(Cc2ccc3c(c2)OCCO3)CC1,i,i
O=C(Nc1ccccc1)c1ccc(-c2ccc(Br)cc2)o1,i,i
COc1cc(Cl)ccc1OCc1cc(C(=O)NCCCN2CCCC2=O)no1,i,i
COc1ccc(S(=O)(=O)Cc2ccc(C(=O)O)o2)cc1,i,i
CCC(C(=O)N1CCOCC1)n1nc(C)n2c(cc3cc(C)ccc32)c1=O (configuration not stated),i,i
COC(=O)c1scc(C)c1NC(=O)CC1NCCNC1=O (configuration not stated),i,i
CCOc1ccc(-n2nc3c(Cl)nnc(C)c3c2C)cc1,i,i
CC(=O)c1ccc(Oc2cc(C)nc(-n3nc(C)cc3C)n2)cc1,i,-6*
COc1ccc(C(=O)Nc2ccc(N3CCCC3)cc2)cc1OC,i,i
CCn1c(SCC(=O)NC2CCCCC2)nnc1C(CO)NC(=O)c1ccccc1 (configuration not stated),i,i
CCN(CC)S(=O)(=O)c1cccc(C(=O)N/N=C/c2ccc(O)c(O)c2O)c1,x,i
CN1C(=O)Cc2cc(S(=O)(=O)N3CCN(c4cccc(C(F)(F)F)c4)CC3)ccc21,i,i
Cc1ccc(-c2nnn(Cc3nc4ccccc4s3)n2)cc1,i,i
CC(CCCC(C)(C)O)NC(=O)c1ccc2oc(CCc3ccccc3)nc2c1 (configuration not stated),i,i
COc1ccc(/C=C/C(=O)c2ccc(NC3=NCCCS3)cc2)cc1OC,i,i
CCC(=O)N1CCN(c2ccc(OC)cc2[N+](=O)[O-])CC1,i,i
CCc1cc2c(=O)n(CC(C)C)cnc2s1,i,i
CCN(CC(=O)Nc1ccc(Cl)c(S(=O)(=O)N(C)C)c1)CC(=O)NC(C)C,i,i
COc1ccc(S(=O)Cc2ccc(C(=O)NC3CC3)o2)cc1 (configuration not stated),i,i
O=C(NC(=S)Nc1ccccc1Br)c1ccco1,i,i
O=C(Nc1ccc(N2CCOCC2)cc1)c1cccc(-n2cnnc2)c1,i,i
Cc1cc(C(=O)NCCc2ccc(Cl)cc2)c2ccccc2n1,i,i
Cc1ccccc1-n1cnnc1SCC(=O)N1CCN(c2ccccc2)CC1,i,i
CCSc1nc(C2CC2)cc(-c2ccco2)c1C#N,i,i
Cc1ccc(C(=O)NNC(=O)CSc2nnc3c(n2)[nH]c2ccc(C)cc23)cc1,i,i
O=C(Nc1ccc2c(c1)OCCO2)c1cc2sccc2n1Cc1ccc(F)cc1,-6.1*,i
CC(=O)[C@H]1CC[C@H]2[C@@H]3CC=C4C[C@@H](O)CC[C@]4(C)[C@H]3CC[C@]12C,x,i
CCn1nc(C)c(NC(=O)CSc2nnc(-c3ccco3)n2C)c1C,i,i

# Assay outcomes (PubChem)
